High-throughput results from PubChem BioAssay.
NR2F2 inh: blocks human COUP-TFII nuclear receptor | P24468 | HEK293T NGFI-A luciferase reporter, luminescence | inhibition, % at 8.6 µM | 0.7% of 370,000 active | AID 686940;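 active = inhibition above a per-plate cutoff, mean inhibition of test wells between control levels plus 3 SD, cut at about 38% in these data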;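 also: cells cotransfected with COUP-TFII expression vector driving the NGFI-A reporter; 0% = median of COUP-TF2 test wells and 100% = reporter-only cells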
SRC1 inh: inhibits human SRC1 coactivator. HEK293 GAL4-SRC1 luciferase reporter, luminescence. inhibition, % at 3.6 µM. 0.12% of 360,000 active. AID 588354;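 active = inhibition above the campaign mean plus 3 SD, with each screening campaign given its own cutoff, cut at about 60% in these data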;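 also: 0% = DMSO treated cells and 100% = gossypol at 36 µM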
Target sequence (Q15788 whole entry, looked up, the tested form may be a part): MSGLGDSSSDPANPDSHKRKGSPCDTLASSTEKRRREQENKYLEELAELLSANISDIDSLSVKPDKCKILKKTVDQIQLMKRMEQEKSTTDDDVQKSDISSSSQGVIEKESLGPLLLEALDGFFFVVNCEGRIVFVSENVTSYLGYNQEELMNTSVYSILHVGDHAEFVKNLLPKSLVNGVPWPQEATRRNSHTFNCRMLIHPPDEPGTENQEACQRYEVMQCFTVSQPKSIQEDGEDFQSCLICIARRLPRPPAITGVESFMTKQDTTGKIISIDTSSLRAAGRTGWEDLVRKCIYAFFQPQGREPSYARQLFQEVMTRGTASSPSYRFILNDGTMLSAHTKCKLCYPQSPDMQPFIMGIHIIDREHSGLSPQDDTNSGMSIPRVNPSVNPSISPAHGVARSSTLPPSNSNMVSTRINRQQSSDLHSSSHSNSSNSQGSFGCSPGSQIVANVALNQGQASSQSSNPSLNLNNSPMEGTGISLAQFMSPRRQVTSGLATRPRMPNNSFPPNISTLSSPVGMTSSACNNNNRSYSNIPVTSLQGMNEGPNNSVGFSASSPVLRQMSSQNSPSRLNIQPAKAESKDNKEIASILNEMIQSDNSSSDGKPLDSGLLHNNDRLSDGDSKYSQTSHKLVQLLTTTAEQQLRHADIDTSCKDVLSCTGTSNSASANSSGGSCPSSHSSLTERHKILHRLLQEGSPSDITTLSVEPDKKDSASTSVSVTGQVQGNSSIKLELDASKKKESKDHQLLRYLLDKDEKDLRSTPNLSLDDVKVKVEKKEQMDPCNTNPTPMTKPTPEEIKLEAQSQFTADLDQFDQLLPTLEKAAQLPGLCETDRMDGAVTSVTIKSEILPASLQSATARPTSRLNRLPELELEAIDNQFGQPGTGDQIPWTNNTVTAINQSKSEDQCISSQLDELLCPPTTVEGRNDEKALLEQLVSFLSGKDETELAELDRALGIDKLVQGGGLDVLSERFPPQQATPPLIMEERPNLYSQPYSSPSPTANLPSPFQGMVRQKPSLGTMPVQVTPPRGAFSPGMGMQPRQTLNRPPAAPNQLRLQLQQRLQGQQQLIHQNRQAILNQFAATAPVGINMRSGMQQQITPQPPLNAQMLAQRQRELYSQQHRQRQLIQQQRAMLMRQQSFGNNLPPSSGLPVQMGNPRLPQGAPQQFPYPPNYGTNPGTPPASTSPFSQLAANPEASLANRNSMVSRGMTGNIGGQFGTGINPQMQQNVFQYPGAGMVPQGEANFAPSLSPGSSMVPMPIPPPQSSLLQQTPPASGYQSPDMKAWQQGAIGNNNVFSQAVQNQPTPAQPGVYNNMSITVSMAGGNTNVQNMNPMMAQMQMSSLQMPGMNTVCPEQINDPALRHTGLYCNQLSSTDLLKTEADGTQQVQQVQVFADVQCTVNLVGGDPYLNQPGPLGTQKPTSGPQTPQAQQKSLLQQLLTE
KKLEB cytotox: CF airway cell cytotoxicity counter-screen | KKLEB CF airway cells viability, ATPlite luminescence, overnight; active compounds read low; cells stimulated with P. aeruginosa culture filtrate | activity change (cytotoxicity), % at 5 µM | 0.36% of 360,000 active | AID 602141;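 active = corrected activity change at or below -50% at 5 µM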
TWEAK Fn14 block: blocks TWEAK-Fn14 interaction in a reporter cell assay. TWEAK-stimulated Fn14 reporter cells, luciferase luminescence, 8 h. inhibition, % at 10 µM. 2% of 360,000 active. AID 1159606; in the data active = inhibition above about 50%
LRH-1 inv ag: NR5A2 inverse agonism in reporter assay; 0.13% of 360,000 active; inhibition, % at 3.6 µM; AID 602396; HEK293T StAR-luciferase reporter, LRH-1 transfected, 24 h; O00482;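 active = inhibition above the mean inhibition of all tested compounds plus 3 SD, cut at about 73% in these data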;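 also: 0% = DMSO wells and 100% = reporter-only cells lacking LRH-1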
LMP1 NFkB inh: inhibitors of Epstein-Barr LMP1-induced NF-kappaB reporter; LMP1-induced NF-kappaB luciferase reporter cells, luminescence; inhibition, % at 12.5 µM; 0.69% of 350,000 active; AID 504558; in the data active = inhibition above about 41%;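 also: 0% = neutral control wells and 100% = reference inhibitor control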
Shn3 inh set2: inhibitors of Schnurri-3 3'UTR reporter in osteoblasts | Clone20 osteoblast Shn3 3'UTR firefly luciferase, 24 h | inhibition, % at 12.5 µM | 0.52% of 360,000 active;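 active = mean inhibition of at least 75% with every replicate also reaching 75%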;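 also: 0% = median of neutral control wells and 100% = pilot-screen positive control compound; some compounds past the cut are filed as inactive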
SRC3 inh: inhibitors of human steroid receptor coactivator 3 (SRC3). Q9Y6Q9. AID 588352. 0.17% of 360,000 active. HEK293 GAL4-SRC3 luciferase reporter, luminescence. inhibition, % at 3.6 µM;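 active = inhibition above a per-campaign cutoff, the mean of all compounds plus 3 SD, cut at about 60% in these data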;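 also: 0% = DMSO-treated cells and 100% = gossypol-treated cells at 36 µM; higher means less SRC3-driven luciferase light from the GAL4 reporter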
TRAIL sens C8: caspase-8 TRAIL sensitization | 1% of 360,000 active | inhibition (viability loss, TRAIL sensitization), % at 10 µM | NB7+C8 cells + TRAIL, ATPlite viability luminescence;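 active = compounds causing at least 50% loss of cell viability in the single-dose screen, relative to plate controls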
TROY signal inh: blocks TROY-dependent signaling in reporter cells | AID 1347056 | inhibition, % at 10 µM | Q293 LMP1-TROYcd NF-kB luciferase reporter, 4 h | 0.98% of 360,000 active;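 active = compounds whose plate-normalised and pattern-corrected inhibition of the luciferase reporter signal at the single screening dose is 50% or more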
CF NFkB block: blocks PAF-induced NF-kB reporter in cystic fibrosis cells; 0.86% of 360,000 active; inhibition, % at 5 µM; KKLEB NF-kB-GFP reporter, GFP fluorescence overnight;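 active = at least 50% inhibition at 5 µM, scaled per plate between neutral and stimulator controls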;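 also: PAF is a Pseudomonas aeruginosa culture filtrate used as stimulus; plate controls were PAF-stimulated DMSO wells for no effect and unstimulated DMSO wells for full effect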
An asterisk follows results filed as active; / = no result given. Not all compounds are listed (hit frequency here may not be typical).

SMILES	NR2F2 inh	SRC1 inh	KKLEB cytotox	TWEAK Fn14 block	LRH-1 inv ag	LMP1 NFkB inh	Shn3 inh set2	SRC3 inh	TRAIL sens C8	TROY signal inh	CF NFkB block
CC1(C(=O)NS(=O)(=O)Cc2cccc(Cl)c2)CCN1C(=O)C1(c2ccc(Cl)cc2)CC1 (stereo not given)	-11	-23	14	0	13	/	5	-13	11	7	-1
Cc1cc2cc3c(cc2nc1SCC(=O)Nc1ccccc1)CCC3	-4	-1	-32	1	13	3	12	-3	8	14	30
Cc1cc(=O)oc2cc(OC(C)C(=O)NC3CCCC3)ccc12 (stereo not given)	-7	9	1	8	17	-6	2	9	12	-7	-24
CCOC(=O)N1CCc2c(sc3c2c(=O)n(-c2ccc(CC)cc2)c(=O)n3CC(=O)NCC2CCCO2)C1 (stereo not given)	/	0	4	0	-13	-6	11	11	9	-10	-14
CCN(CC)S(=O)(=O)c1ccc2c(c1)c(=O)c(C(=O)N1CCN(c3ccccc3)CC1)cn2C	3	11	-2	3	7	4	-2	19	9	-4	-3
COCCNC(=S)N1CCN(S(C)(=O)=O)CC1	-10	-1	2	-12	-12	-3	71	8	-2	10	1
COC(=O)CCSc1cc([N+](=O)[O-])cc2c1c(C1OCCS1)nn2-c1ccccc1 (stereo not given)	-22	-3	-9	-11	-10	7	18	-3	-11	17	22
O=C1COc2ccc(C(=O)c3ccccc3C(=O)NCc3ccco3)cc2N1	-13	-6	0	0	2	-36	-9	11	-1	3	8
Cc1nc2sc3c(c2c(=N)n1N)CC(C)(C)OC3	12	3	-7	11	17	5	-9	13	2	-35	6
COc1ccccc1-n1c(=S)[nH]c2c(sc(=S)n2-c2ccccc2C)c1=O	-2	-2	-8	4	5	3	18	9	-17	-3	1
CCOC(=O)CNS(=O)(=O)c1cc(-c2n[nH]c(=O)c3ccccc23)ccc1C	1	-34	1	-22	15	14	-11	20	-5	-33	12
Cc1ccc(S(=O)(=O)n2cnc3cc([N+](=O)[O-])ccc32)c(C)c1	-5	-30	6	-5	-6	5	-16	8	-13	-8	2
Cc1nnc(SC(C)C(=O)Nc2ccc3c(c2)OCCO3)s1 (stereo not given)	-6	-5	5	12	-1	2	-10	0	3	-9	8
O=C(NCc1ccccc1C(F)(F)F)C1CC(c2cc(C(F)(F)F)cc(C(F)(F)F)c2)=NO1 (stereo not given)	11	3	7	7	-14	1	2	7	-5	-8	-12
Cc1ccccc1OCC(=O)N/N=C/c1ccco1	5	-10	0	19	14	-17	-20	-8	0	-10	2
O=C(Nc1ccccc1O)c1ccc2c(c1)C(=O)N(N1C(=O)c3ccccc3C1=O)C2=O	6	-20	5	1	23	-5	-9	-5	-5	5	-17
C[C@]1(C(=O)NCc2cc(F)cc(C(F)(F)F)c2)C=C[C@@H](Cc2ccccc2)N1C(=O)c1ccccc1	-19	5	-5	15	5	3	-38	-4	17	-9	15
NC(=O)CC(NC(=O)c1ccccc1)c1ccc(N2CCc3ccccc3C2)c([N+](=O)[O-])c1 (stereo not given)	6	-3	-10	22	9	6	34	4	6	6	14
CC(C)N1C(=O)CN(C2CCCCCC2)C(=O)C1c1ccccc1F (stereo not given)	-31	-87	6	-19	-77	-3	-36	-61	-1	-58	3
O=C(COc1ccccc1)Nc1ccncc1	-3	-9	22	1	-11	3	8	8	2	1	-12
C#CCNC(=O)C1=C[C@@H](c2coc3ccccc3c2=O)C[C@@H](OCCCCO)O1	7	-10	20	4	-13	0	2	-5	-5	-20	-13
CCSc1nnc(Nc2ccc(C)cc2)s1	-58	-87	-8	-27	-118	-15	-105	-45	4	-50	2
O=C(COC(=O)CNC(=O)c1ccc(Cl)cc1)Nc1ccc(Cl)cc1C(F)(F)F	6	-6	8	-17	19	6	8	5	0	11	18
COc1cc(C(=O)O)cc(NC(=O)c2ccco2)c1OC	-15	26	-1	-6	13	5	0	21	7	11	4
CC(C)N(CCNC(=O)COc1ccc2oc3c(c2c1)CCCC3)C(C)C	17	-23	-9	12	0	-3	15	6	-3	-2	8
CCOC(=O)N1CCN(CCC(=O)Nc2ccc(C)cc2)CC1	-3	-1	-2	13	-2	-1	6	-6	-6	2	-7
O=C(c1ccc(Cl)cc1)N1CCCOC1	4	2	4	5	11	2	-21	17	-15	-6	4
Cc1cc(SCC(=O)N/N=C/c2ccc(O)c(O)c2)nc2ccccc12	0	-6	-2	-29	-14	-9	8	-22	20	-8	7
Cc1ccc(-c2cc(C(=O)N/N=C/C=C/c3ccccc3)n[nH]2)s1	-18	-13	9	44	-22	-11	-11	-8	10	3	-36
CC(=O)c1cccc(-c2cnc3c(NC=O)cc(-c4ccccc4F)cn23)c1	-7	-10	-37	26	3	/	-5	-8	-12	22	32
O=C(c1ccc(F)cc1)N1CCCC(C(=O)N2CCN(c3ccccc3)CC2)C1 (stereo not given)	8	-3	0	7	11	2	4	23	24	-13	3
CCN(CC)c1ccc(C(=C2C=CC(=[N+](CC)CC)C=C2)c2ccc(N(CC)CC)cc2)cc1	83*	67*	-101*	103*	96*	36	89*	79*	88*	91*	92*
C#CCOCCOCCOCCNc1nc(N2CCN(C(=O)CCCCCCCCCCNC(=O)Cn3cc(CCCCCN)nn3)CC2)nc(N2CCN(C(=O)CCCCCCCCCCNC(=O)[C@H]([C@@H](C)CC)n3cc(CCCCCN)nn3)CC2)n1	/	-14	-4	-17	-2	-1	79	0	75*	30	-21
CN(C1CCCCC1)S(=O)(=O)c1cccc2nsnc12	6	-2	3	10	-16	-5	2	17	4	-8	-13
COc1ccc(NC(=O)c2nc(C)c(C3(C)CC(c4cccnc4)=NO3)s2)cc1 (stereo not given)	-26	-6	-1	4	39	9	24	-7	30	28	-2
Cc1ccc(C)c(OCC(=O)N(Cc2nnc(-c3ccccc3Cl)o2)C2CC2)c1	-1	6	12	-28	-13	2	19	-7	2	3	-5
CCCCC1=CC2=C(c3ccco3)C(=O)C(C)(OC(=O)c3ccc(OC)cc3)C(=O)C2=CN1CCN1CCOCC1 (stereo not given)	/	-6	2	6	-12	2	20	-1	-13	-5	13
O=C(Cn1cnc2ccccc2c1=O)c1ccc2ccccc2c1	-47	-53	-3	-49	-86	-21	-39	-65	-10	-30	6
Cc1cc(-c2ccc(C(C)C)c(S(=O)(=O)N3CC(=O)Nc4ccccc43)c2)on1	-21	-13	-1	3	6	-9	-5	3	0	-2	-11
O=C(Cc1ccc(F)cc1)Nc1nnc(-c2ccc(F)cc2)o1	-4	-7	2	20	1	0	8	2	4	-3	-7
CC(C)c1ccccc1NC(=O)CN1C(=O)c2ccccc2C1=O	-22	-6	-6	24	13	5	-3	-3	0	5	-9
CCOC(=O)C1(C)CCCCCN1C(=O)c1ccc(Cl)nc1 (stereo not given)	2	-2	10	8	20	/	8	-4	-2	0	-1
CCCC[n+]1c(C)sc2cc(OC)ccc21	-7	5	-8	-9	9	-6	5	0	1	1	3
CCCOc1ccc(NCC(=O)Nc2ccc(C)cc2C)cc1	-1	5	2	-4	-12	-4	11	-22	-4	-31	-7
CCOC(=O)C1(Cc2cccc(F)c2)CCN(C(=O)C2CCC2)CC1	-4	-11	-2	-6	2	-4	-15	6	3	-48	10
Cc1cc(-c2[nH]nc3c2C(c2ccsc2)C(C#N)=C(N)O3)c(C)s1 (stereo not given)	22	2	-8	23	15	3	-11	8	-4	8	13
O=C1N(Cc2ccccc2)c2ccccc2C12OCCO2	10	-24	-2	7	-11	-17	14	9	-2	-8	7
O=C(O)CC/C(=C\c1ccccc1[N+](=O)[O-])c1nc2ccccc2s1	19	-43	11	-8	20	-3	20	-12	32	3	0
O/N=C(/Cc1ccccn1)c1ccccc1	12	-4	4	12	-8	2	1	22	-12	5	0
OC(CCN1CCCCC1)c1ccc(-c2ccccc2)cc1 (stereo not given)	-2	-15	-2	27	-26	-9	-27	8	12	-12	6
Cc1cc(C(=O)COC(=O)/C=C/c2ccc(F)cc2)c(C)n1C	1	-11	5	-9	-31	2	-6	-6	-11	15	9
CCOc1ccccc1-c1cc(-c2ccccc2)nc2c1c(=O)n(C)c(=O)n2C	-9	5	-12	-31	0	-3	-16	-4	12	8	8
Cn1c(=O)cc(SCC(=O)N2CCN(C(=O)c3ccco3)CC2)c2ccccc21	-31	-24	-6	11	1	9	-32	-8	7	8	-20
CC(=O)Nc1ccc(S(=O)(=O)Nc2nc3ccccc3nc2Nc2ccc(N)cc2)cc1	2	-2	17	19	-27	-3	/	15	30	-6	-33
CC1CCCCC1NC(=O)CSc1nnc(CNC(=O)c2ccccc2)n1C (stereo not given)	21	11	3	2	2	4	15	1	0	15	-24
CC1(C)CC(=O)C(C(c2cccc([N+](=O)[O-])c2)C2C(=O)CC(C)(C)CC2=O)C(=O)C1	-7	4	-11	-1	-4	1	-7	18	-10	13	8
O=Cc1[nH]c2ccccc2c1N(C(=O)CCl)c1ccccc1	10	-14	-7	28	-14	-13	-1	12	5	-30	2
COc1cccc(/C=C/C(=O)N2CCN(c3n[nH]c(=O)[nH]c3=O)CC2)c1OC	-3	-18	7	5	-3	9	-5	4	4	16	0
CN(C)c1oc(-c2ccc(OCc3ccccc3)cc2)nc1C#N	-19	-33	18	-62	-98	-36	-6	-36	-12	-52	0
O=C(/C=C/c1ccccc1)NNC(=O)c1cccnc1	-4	4	1	1	-23	11	4	-23	-5	0	3

Some of these compounds in order of length of the SMILES, largest number first:
SMILES	NR2F2 inh	SRC1 inh	KKLEB cytotox	TWEAK Fn14 block	LRH-1 inv ag	LMP1 NFkB inh	Shn3 inh set2	SRC3 inh	TRAIL sens C8	TROY signal inh	CF NFkB block
C[C@]1(C(=O)NCc2cc(F)cc(C(F)(F)F)c2)C=C[C@@H](Cc2ccccc2)N1C(=O)c1ccccc1	-19	5	-5	15	5	3	-38	-4	17	-9	15
COC(=O)CCSc1cc([N+](=O)[O-])cc2c1c(C1OCCS1)nn2-c1ccccc1 (stereo not given)	-22	-3	-9	-11	-10	7	18	-3	-11	17	22
Cc1cc(=O)oc2cc(OC(C)C(=O)NC3CCCC3)ccc12 (stereo not given)	-7	9	1	8	17	-6	2	9	12	-7	-24

Other compounds.
SMILES	NR2F2 inh	SRC1 inh	KKLEB cytotox	TWEAK Fn14 block	LRH-1 inv ag	LMP1 NFkB inh	Shn3 inh set2	SRC3 inh	TRAIL sens C8	TROY signal inh	CF NFkB block
COc1ccc(CNC(=O)CNC(C)c2ccc(F)cc2)cc1 (stereo not given)	9	-5	4	-1	-8	-4	5	2	-1	-8	-2
Cc1ccc(S(C)(=O)=NC(=O)NC(=O)c2c(Cl)cccc2Cl)cc1 (stereo not given)	12	12	9	-3	6	8	24	-4	3	-19	-6
Cc1ccc(NC(=O)COC(=O)Cc2c[nH]c3ccccc23)cc1F	16	13	17	-15	34	-2	-3	5	16	-4	-43
COc1cc2c(cc1OC)CN(C(=O)c1nn(Cc3ccccc3)c(=O)c3ccccc13)CC2	-5	2	-16	-6	9	8	32	0	23	22	21
COc1ccc(-c2nc3c(C(=O)NCCN(C)C)cccc3c3ccccc23)cc1	3	-8	-1	-175	-13	-1	-32	13	17	-72	-126
CCOC(=O)c1ccc(-c2nnc(-c3ccc(Cl)cc3Cl)o2)cc1	-11	-8	0	-14	-18	-37	-13	11	0	-62	1
O=C1Nc2cc(C(F)(F)F)ccc2N2CCCCC12 (stereo not given)	-1	5	10	12	-12	-1	-2	-12	-13	-16	-3
CCOC(=O)CCCn1c(C)nc(=O)c(-c2ccccc2)c1C	14	9	5	-1	8	-2	1	16	22	-33	-2
